C1s block = blocks human complement C1s protease activity; P09871; purified C1s, fluorogenic AMC substrate, pooled mixtures; mean inhibition % of two 10-compound mixtures (active compounds read high), % at 5 µM (by protocol); actives 0.16% (n = 62,000); AID 538;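 active = inhibition above 20% in each of the two 10-compound mixture wells holding the compound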;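 note: 0% = enzyme wells lacking compound mixture and 100% = no-enzyme blank wells; some compounds called inactive have numbers as strong as hits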
Target sequence (P09871 16-437 limits assumed): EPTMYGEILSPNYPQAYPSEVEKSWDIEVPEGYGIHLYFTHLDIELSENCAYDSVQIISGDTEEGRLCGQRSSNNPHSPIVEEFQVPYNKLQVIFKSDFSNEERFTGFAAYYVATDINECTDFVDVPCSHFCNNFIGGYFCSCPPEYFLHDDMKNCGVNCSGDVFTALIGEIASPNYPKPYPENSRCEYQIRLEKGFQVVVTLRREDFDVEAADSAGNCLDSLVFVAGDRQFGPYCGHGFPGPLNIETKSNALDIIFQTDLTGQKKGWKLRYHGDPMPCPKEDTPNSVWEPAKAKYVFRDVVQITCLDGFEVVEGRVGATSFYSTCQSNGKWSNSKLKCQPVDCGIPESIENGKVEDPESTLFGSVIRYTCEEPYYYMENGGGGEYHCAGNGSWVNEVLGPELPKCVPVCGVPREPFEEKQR
Target sequence (P09871 438-688 limits assumed): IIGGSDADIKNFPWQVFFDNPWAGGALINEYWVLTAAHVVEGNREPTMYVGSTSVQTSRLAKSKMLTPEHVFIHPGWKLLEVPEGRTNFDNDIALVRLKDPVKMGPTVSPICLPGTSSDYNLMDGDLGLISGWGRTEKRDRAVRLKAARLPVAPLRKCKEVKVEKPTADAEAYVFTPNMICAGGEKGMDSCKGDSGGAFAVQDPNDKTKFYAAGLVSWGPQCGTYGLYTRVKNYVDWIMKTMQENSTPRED
PKA kinase inh = PKA (human) kinase inhibition. P17612. actives 0.1% (n = 65,000). inhibition, % at 6 µM. PKA Kemptide phosphorylation, Kinase-Glo ATP luminescence;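 active = inhibition above the screen-wide mean inhibition plus 3 SD, cut at about 21% in these data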; note: many of its hits are not listed in these tables
ROCK2 blocker = blocks human Rho kinase 2 activity; inhibition, % at 6 µM; AID 604; actives 0.35% (n = 60,000); purified ROCK2, Kinase-Glo ATP depletion luminescence; O75116;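 active = inhibition above the screen-wide mean inhibition plus 3 SD, cut at about 18% in these data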;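 note: plate controls were DMSO wells for no effect and Y-27632 control wells after no-enzyme background subtraction for full effect; many of its hits are not listed in these tables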
JNK3 blocker = blocks human JNK3 kinase activity; inhibition, % at 8 µM; actives 0.61% (n = 60,000); AID 746; P53779; purified JNK3 kinase activity, HTS; in the data active = inhibition above about 17%;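 note: 0% = DMSO and 100% = reference inhibitor; many of its hits are not listed in these tables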
FXIa inh mix = factor XIa (human) inhibition, mixture screen; P03951; purified FXIa, fluorogenic substrate, pooled mixtures; actives 0.19% (n = 62,000); inhibition, % at 5 µM;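 note: each value is inhibition by a whole ten-compound pool holding the compound; 0% = enzyme with no mixture and 100% = wells lacking enzyme; strong numbers were not always called active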
CatG inh = cathepsin G (human) inhibition. purified enzyme, AMC-tetrapeptide fluorescence, pooled mixtures. actives 0.2% (n = 62,000). inhibition, % at 5 µM (by protocol). P08311;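 active = inhibition above 20% in each of the two mixture wells holding the compound; inactive = inhibition of 20% or less in either well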;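 note: 0% = enzyme control without mixture and 100% = blank lacking enzyme; strong numbers were not always called active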
Target sequence (P08311 21-244 limits assumed): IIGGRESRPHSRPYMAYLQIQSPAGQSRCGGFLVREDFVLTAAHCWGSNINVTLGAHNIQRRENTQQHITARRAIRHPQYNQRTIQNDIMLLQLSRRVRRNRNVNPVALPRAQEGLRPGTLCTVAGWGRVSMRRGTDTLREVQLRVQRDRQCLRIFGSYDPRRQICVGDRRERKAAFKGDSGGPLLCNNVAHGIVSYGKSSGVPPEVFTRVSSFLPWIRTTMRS
CatS block = inhibitors of human cathepsin S; P25774; recombinant cathepsin S, AMC dipeptide fluorescence, pooled mixtures; inhibition, %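 (tested at 5 µM per compound within 10-compound mixtures)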; actives 0.06% (n = 62,000); in the data active = inhibition above about 32%, passing the limit was not always enough;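 note: 0% = enzyme without compound and 100% = blank without enzyme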
CatL inh = blocks human cathepsin L protease activity | purified cathepsin L, fluorogenic substrate, fluorescence | P07711 | actives 0.17% (n = 58,000) | inhibition, %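 (tested at 10 µM)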; in the data active = inhibition above about 45%;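 note: 0% = enzyme with no compound and 100% = no enzyme blank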
FXIIa mix inh = inhibitors of human coagulation factor XIIa, pooled mixtures. P00748. purified FXIIa, fluorogenic substrate. inhibition, % at 5 µM. actives 0.2% (n = 62,000). AID 684;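 note: 0% = enzyme without compound and 100% = no enzyme blank; some results filed as inactive read as strong as hits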
The depositor's hits bear a star; . = not tested or not shown. Cut-off read from the data, not from the text of the source, unless noted: active = inhibition above about 20% (passing the limit was not always enough); inactive = the rest.

SMILES | C1s block | PKA kinase inh | ROCK2 blocker | JNK3 blocker | FXIa inh mix | CatG inh | CatS block | CatL inh | FXIIa mix inh
O=C(Nc1ccc(O)cc1C(=O)O)c1cccc(Br)c1 | 15 | 4 | 4 | 9 | 7 | 11 | 13 | 13 | 4
CC(C)CC(=O)Nc1cccc(-c2cn3ccsc3n2)c1 | -31 | -1 | 2 | 4 | 11 | -2 | 0 | . | 19
Cc1ccc(C)c(C(=O)CSc2n[nH]c(C)n2)c1 | -16 | -7 | 0 | -4 | 4 | -5 | -4 | -5 | 7
COc1ccc(C)cc1NC(=O)C1CCCCC1C(=O)O (centres undefined) | -28 | 2 | 9 | 3 | 9 | -1 | -3 | -3 | 7
Cc1ccc(Nc2nc(N)nc(CSc3nccn3C)n2)cc1 | -20 | 4 | 2 | 3 | 1 | 3 | -17 | 8 | 3
CCCCOC(=O)C1=C(C)Nc2ncnn2C1c1cc(OC)ccc1OC (centres undefined) | 2 | 5 | 4 | 0 | 3 | 7 | 8 | -3 | -17
COc1cc(-c2nnc(-c3ccco3)o2)ccc1OCc1ccccc1 | -16 | 13 | 4 | -1 | -10 | -3 | 5 | -13 | -47
Cc1cc(S(=O)(=O)N2CCN(Cc3ccc4c(c3)OCO4)CC2)cc(C)c1N1CCCC1=O | 13 | 9 | 3 | -4 | 5 | 9 | -2 | 6 | 3
Cc1c(C(=O)N2CCCC2)oc2c1-c1[nH]ncc1CC2 | -20 | 16 | 5 | 6 | -3 | 6 | -4 | . | -1
Cc1ccc2c(c1)nnn2C1CCN(CC(=O)NCCc2nc3ccccc3[nH]2)CC1 | -78 | 0 | 7 | 7 | -10 | -11 | -15 | 12 | 6
COc1ccc(CSc2nnc3n(C)c(=O)c4c5c(sc4n23)CCCC5)cc1 | . | 4 | 2 | 4 | . | . | . | 8 | .
CC(=O)Nc1cccc(OCC(=O)Nc2ccc(F)cc2)c1 | -9 | 1 | 7 | 6 | -1 | 7 | -5 | . | 4
CC(c1ccccc1)n1c(NCCCn2ccnc2)nc2c1c(=O)[nH]c(=O)n2C (centres undefined) | -20 | 9 | 3 | 6 | -2 | -3 | 10 | 28 | 9
Cc1oc2c(CN3CCCC3)c(O)ccc2c(=O)c1-c1ccc(Br)cc1 | -27 | 0 | -1 | 3 | 3 | -4 | -5 | -123 | -1
COC(=O)C(NC(=O)c1ccccc1)(Nc1nccs1)C(F)(F)F (centres undefined) | . | 3 | 4 | -7 | . | . | . | -6 | .
Cc1nc2cc(NC(=O)COc3ccc(C#N)cc3)ccc2n1-c1ccccc1 | -3 | 3 | 2 | -5 | 7 | -3 | -3 | -3 | -4
COc1ccc(NC(C)=O)cc1NC(=O)CN1CCN(c2ccccn2)CC1 | 6 | 3 | 5 | 2 | 2 | -11 | 5 | 2 | 5
Cc1ccccc1N1CCN(C(=O)C2CCCCC2)CC1 | 13 | 8 | 5 | -4 | 2 | 12 | -2 | 0 | 3
CC(C)CC(=O)NC1(C(F)(F)F)C(=O)Nc2c1c(=O)[nH]c(=O)n2Cc1ccco1 (centres undefined) | 16 | 5 | 2 | -3 | 21 | 16 | 13 | 5 | 3
OCCNc1ccc(Cl)cc1 | 3 | 11 | 8 | 0 | -4 | 10 | 10 | -5 | 2
Cc1nnc(Sc2nc3ccccc3o2)c2ccccc12 | -21 | -5 | 0 | 3 | 10 | 1 | 3 | 2 | -1
Cc1c(N=Cc2cccs2)c(=O)n(-c2ccccc2)n1C | -5 | 6 | 2 | -4 | 1 | -7 | 11 | 30 | 5
Cc1cc(=O)n2nc(N3CCC(C(=O)N4CCN(Cc5ccccc5)CC4)CC3)sc2n1 | 7 | 7 | 5 | 6 | 5 | 2 | 8 | 10 | 3
CC1(C)CC(=O)CC(C2(O)C(=O)N(Cc3ccccc3)c3ccccc32)O1 (centres undefined) | -12 | 3 | 0 | -6 | 0 | -10 | 13 | 16 | 2
COCCN1Cc2cccc(C(=O)Nc3cccc(C)c3C)c2C1=O | 15 | 11 | 6 | 10 | 3 | 13 | 2 | 22 | 11
Cc1cc(C)n2nc(CC(=O)NC3CCCCCCC3)nc2n1 | -12 | 8 | . | . | 3 | -10 | -4 | . | 3
COCc1nnc(NC(=O)c2cccs2)s1 | 8 | 6 | 7 | -6 | 0 | 1 | 3 | 1 | 4
c1ccc2c(-n3cnnn3)cccc2c1 | 2 | 7 | 8 | 1 | 2 | -5 | -1 | 24 | -1
O=C(CSc1nnc(-c2ccco2)o1)NC(=O)Cc1ccccc1 | -18 | -7 | 0 | -14 | -7 | -8 | 10 | 14 | -21
COc1ccc2c(c1OC)C(=O)OC2CC(=O)c1ccc(N(C)C)cc1 (centres undefined) | -111 | 8 | 6 | -5 | -12 | -2 | -33 | 8 | 1
Cc1nc(SCC(=O)Nc2ccc3c(c2)OCCO3)c2oc3ccccc3c2n1 | -94 | 5 | . | . | -27 | -16 | -17 | -6 | 7
CC1CCCN(c2nc3c(c(=O)[nH]c(=O)n3C)n2Cc2ccccc2Cl)C1 (centres undefined) | -16 | 12 | 4 | 0 | 1 | -1 | 3 | . | 1
O=C(CCc1ccccc1)Nc1nc2nc(-c3ccccc3)cc(=O)n2[nH]1 | 5 | 4 | 0 | -9 | 2 | 11 | 21 | -3 | 32
CCOC(=O)N1CCN(CC(O)COc2ccccc2C(C)C)CC1 (centres undefined) | -11 | 4 | 6 | 1 | 3 | -11 | -5 | -1 | -12
O=C(O)CCCC(=O)Nc1ccccc1C(=O)O | 49* | 3 | 4 | 0 | 7 | 10 | 19 | 7 | 1
COc1ccc(C(C)=O)c2c1OCCO2 | 7 | 9 | 5 | 0 | 4 | 8 | -8 | 8 | 7
CN(C)S(=O)(=O)c1ccc(S(=O)(=O)Nc2ccc3c(c2)oc2ccccc23)cc1 | -5 | 4 | 4 | -8 | -2 | -5 | 11 | 9 | -17
O=C(CN(CC1CCCO1)C(=O)Cn1nnc(-c2ccc(F)cc2)n1)NC1CCCCC1 (centres undefined) | 9 | 10 | 6 | 3 | 4 | 10 | -15 | 9 | -3
Clc1ccccc1CSc1nnc(-c2ccco2)c(-c2ccco2)n1 | . | 3 | 3 | 3 | . | . | . | 50* | .
O=C(Cn1ncnn1)OCc1ccccc1Cl | 7 | 3 | . | . | 2 | 9 | -3 | . | -3
CCc1ccccc1NC(=O)c1nnn(CC(=O)Nc2cccc(C)c2C)c1N | -15 | 14 | 4 | 0 | -3 | 8 | -1 | . | 5
CCC1CCCCN1S(=O)(=O)c1ccc(S(=O)(=O)N2CCN(S(=O)(=O)CC)CC2)cc1 (centres undefined) | -6 | 6 | 5 | -3 | 3 | 10 | -4 | -8 | 2
CCOC(=O)/C=C(\C)Sc1cc(=O)oc2ccccc12 | 0 | -3 | -2 | 4 | -2 | 9 | -1 | 9 | -4
Cc1nc2ccc(S(=O)(=O)N(C)CC(=O)N3CCc4ccccc43)cc2s1 | 14 | 8 | 4 | -5 | 8 | 8 | -6 | 4 | -3
CCC1CCCCN1C(=O)Nc1ccc(F)cc1 (centres undefined) | -4 | 4 | 3 | -3 | 4 | 7 | 5 | 4 | 4
CCc1nnc(NC(=O)CSc2nnc3ncccn23)s1 | -4 | 8 | 3 | 4 | 0 | -4 | -2 | 4 | 6
COc1ccc(F)cc1S(=O)(=O)Nc1ccc2c(c1)OCO2 | 7 | 6 | 4 | -3 | 7 | 4 | 3 | 11 | -3
CCOC(=O)c1[nH]c(C)c(C(=O)Nc2ccc(C)cc2C)c1C | 14 | 7 | 2 | -2 | 2 | 9 | 2 | 2 | 8
O=C(Nc1ccccc1-c1nnn(CC(=O)N2CCN(c3ccccc3)CC2)n1)c1cccs1 | -4 | -6 | -3 | -2 | 9 | 2 | -8 | -1 | 0
COCCCNC(=O)C(C#N)c1nc2ccccc2nc1N1CCN(Cc2ccccc2)CC1 (centres undefined) | . | 1 | 6 | -1 | . | . | . | -13 | .

Following part:
SMILES | C1s block | PKA kinase inh | ROCK2 blocker | JNK3 blocker | FXIa inh mix | CatG inh | CatS block | CatL inh | FXIIa mix inh
Cc1ccc(C)n1-n1c(C)nc2scc(-c3cccs3)c2c1=O | -4 | 5 | 7 | 2 | 4 | -2 | 1 | -2 | 2
CCS(=O)(=O)c1ccc2oc(SCC(=O)NCCC3=CCCCC3)nc2c1 | -2 | 2 | -7 | 5 | 12 | -2 | 19 | 1 | -3
COc1cccc(N2C(=O)C3CC=C(Cl)CC3C2=O)c1 (centres undefined) | -60 | 1 | -7 | 6 | -11 | -2 | -10 | -4 | 0
CN(C)c1ccc(C2C3=C(CCCC3=O)OC3=C2C(=O)CCC3)cc1 | 7 | 7 | 1 | -3 | 8 | 2 | 0 | 8 | 8
Cc1nc(N2CCN(C)CC2)c2c(C)c(C(=O)Nc3ccc(F)cc3)sc2n1 | -22 | 5 | . | . | 4 | 0 | 0 | -2 | -1
COc1cc(NC(=O)C(C)Oc2ccccc2)c(C(=O)O)cc1OC (centres undefined) | 17 | 5 | 3 | 6 | 6 | 14 | 11 | 7 | 7
COc1ncnc(OC)c1NC(=O)c1ccc(F)cc1 | 4 | 6 | 3 | -2 | 0 | 12 | 10 | 24 | 10
CC(C)C(c1nnnn1C1CCCC1)N1CCN(c2ccccc2F)CC1 (centres undefined) | 13 | -5 | -7 | -10 | 1 | 11 | 7 | -4 | 3
CCCN1Cc2cccc(C(=O)NCc3ccccc3)c2C1=O | -1 | -2 | -9 | 20* | 9 | -1 | -2 | -1 | 10
Cc1ccccc1NC1C=CS(=O)(=O)C1 (centres undefined) | -13 | 0 | -1 | -2 | 1 | -4 | -10 | 0 | 10
O=S(=O)(CCc1ccccc1)/N=C/c1cccs1 | 2 | 10 | 5 | -3 | 10 | 0 | 6 | 11 | 0
C=C1CSc2nc(=O)c3c4c(sc3n21)CCCC4 | -11 | -8 | -2 | -1 | 12 | -3 | 23 | . | 5
CC1(C)CC(=O)N(c2ccccc2)C1(C)O (centres undefined) | 0 | 11 | 4 | 3 | 5 | -1 | 1 | 5 | 5
CCOC(=O)c1snc2c(=O)[nH]cnc12 | 8 | -3 | -3 | -2 | 3 | 12 | 18 | -7 | -3
Cc1nnc(SCC(=O)NC(C)c2ccccc2)[nH]c1=O (centres undefined) | 4 | 4 | 8 | -1 | 2 | -2 | 13 | 19 | 6
Cn1cccc1C(=O)OCC(=O)c1cc2ccccc2o1 | -1 | 7 | . | . | 3 | -2 | -5 | 6 | -1
CC(C)Oc1ccc(C(=O)N(Cc2ccco2)C2CCS(=O)(=O)C2)cc1 (centres undefined) | -29 | 10 | 3 | -7 | -13 | -18 | 1 | -3 | 0
CC1CCN(S(=O)(=O)c2ccc(-c3nnc(SCc4cccnc4)o3)cc2)CC1 | 1 | 4 | 4 | 3 | 4 | 2 | 18 | -4 | -9
COc1ccc(S(=O)(=O)N(CC(=O)N2CCN(C)CC2)c2ccc(C)cc2)cc1OC | -5 | -5 | . | . | 8 | -1 | 2 | -7 | 1
CCCCn1c(CN2CCN(c3cccc(Cl)c3)CC2)nc2c1c(=O)n(C)c(=O)n2C | 0 | -3 | 6 | 2 | 10 | 4 | 9 | -1 | 5
O=C(CCC1CCCC1)Nc1ccon1 | -12 | 3 | 2 | 7 | 12 | -1 | -5 | . | 0
O=c1sc2ccccc2n1CCOc1ccccc1 | 2 | -6 | . | . | 5 | 1 | 14 | 6 | 0
O=c1oc2c(CN3CCOCC3)c(O)c(Cl)cc2c2c1CCCC2 | -362 | 9 | 3 | -7 | -68 | -50 | -52 | -93 | -7

Bioassay records: PubChem, several laboratories
